Bioassay records from PubChem BioAssay.
Yeast tox – Inhibits yeast growth, turbidity readout; S. cerevisiae wild-type growth, A595 turbidity, 16 h; growth inhibition, % at 25 µM (by protocol); actives 0.3% (n = 30,000);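 active = mutant and wild-type yeast strains alike exhibit over 30% growth inhibition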;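 also: 0% = untreated cell controls and 100% = YPD media blanks without cells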
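Schedule: 16 h growth with compound, 30 °C. System: yeast, wild-type or eIF2Bepsilon-R284H mutant. Doses: one dose, 25 µM compound[…]. Buffer or medium: YPD. Signal: turbidity measured as absorbance at 595 nm. Read-out basis: growth inhibition (%) versus cell controls and blanks.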
Yeast eIF2B – eIF2B (yeast) activity modulation | AID 688 | S. cerevisiae eIF2B-epsilon R284H, GCN4-lacZ luminescence | actives 0.91% (n = 27,000) | inhibition, % at 25 µM (by protocol);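 active = mutant luminescence inhibited past about 50% while wild type luminescence and mutant growth stay under set limits, limit read from the data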; also: some compounds called inactive have numbers as strong as hits
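Material – yeast eIF2B-epsilon R284H mutant carrying GCN4–beta-galactosidase fusion · Medium – YPD yeast growth medium · Compound – one concentration, 25 µM, 0.25% DMSO · Times – 16 h at 30 °C exposure · Signal – Beta-Glo luminescence plus absorbance at 595 nm · Read-out – % inhibition of reporter signal and growth versus controls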
Yeast tox inhibition % – second read-out of Yeast tox, no call of its own (marks repeat the call); growth inhibition, %; S. cerevisiae eIF2Bepsilon-R284H mutant growth, A595 turbidity, 16 h;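 each compound tested once at 25 µM; 0% equals untreated cells and 100% equals cell-free medium blanks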
Yeast eIF2B mutant toxicity – second read-out of Yeast eIF2B, no call of its own (marks repeat the call); growth inhibition, %; measured here: mutant yeast growth, toxicity;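 each compound tested once at 25 µM; zero equals untreated control growth and 100 equals blank medium absorbance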
* = called active by the depositor; · = no result given. An excerpt; count on the stated rates, not on these rows.

Values run as follows: Yeast tox	Yeast tox inhibition %	Yeast eIF2B	Yeast eIF2B mutant toxicity
- CS(=O)(=O)Cc1nc2ccccc2oc1=O
 : -6.4	-13.8	-43.5	-13.8
- CC1(C)CC(N2CCN(c3ccccc3)CC2)=CC(=[N+]2CCCC2)C1
 : 10.0	8.7	-5.8	8.7
- Cc1cc2nnc(SC(C)C)n2c2ccccc12
 : 2.8	-7.4	5.7	-7.4
- COc1ccc(S(=O)(=O)NCc2ccco2)cc1-c1nnc2c3ccccc3c(C)nn12
 : -9.3	18.2	-3.1	18.2
- COc1ccc(S(=O)(=O)Nc2ccc3c(c2)OCCO3)cc1Cl
 : -4.0	-7.1	·	·
- CCCCNC(=O)C1CCN(Cc2ccc(OCc3ccccc3)cc2)CC1
 : ·	·	21.1	·
- O=C(c1ccc(S(=O)(=O)N2CCOCC2)cc1)N1CCCc2ccccc21
 : -11.8	-15.0	-8.2	-15.0
- Cc1cc2nncn2c2ccccc12
 : 13.3	-11.1	8.5	-11.1
- CC1(C)OC(=O)N(c2ccccc2)C12C=Cc1cc(Br)ccc1O2 (stereo not drawn)
 : 16.3	18.9	24.5	18.9
- COc1ccc(/C(CC2(O)C(=O)Nc3ccccc32)=N\O)cc1 (stereo not drawn)
 : 10.9	7.4	14.8	7.4
- Cc1ccnc(NC(=O)CCC2COc3ccccc3O2)c1 (stereo not drawn)
 : 9.1	2.1	4.1	2.1
- CC(C)n1nnnc1SCC(=O)Nc1ccc2c(c1)OCO2
 : 3.0	7.3	39.5	7.3
- Cc1cc2n(n1)SC(Nc1ccccc1)N2 (stereo not drawn)
 : ·	·	55.4*	·
- COc1ccc(-c2nnc(SC(C)C(=O)Nc3nccs3)n2Cc2ccccc2)cc1OC (stereo not drawn)
 : -1.2	9.4	17.5	9.4
- O=C(NC1CCCCC1)c1ccc(Br)o1
 : 3.3	11.1	24.6	11.1
- CN(C)S(=O)(=O)c1ccc(C(=O)Nc2ccccc2OC(F)(F)C(F)F)cc1
 : 8.0	-4.2	-19.1	-4.2
- CCCn1c(SCC(=O)c2ccc3c(c2)OCCO3)nc2c1c(=O)n(C)c(=O)n2C
 : -16.7	-8.6	7.7	-8.6
- COC(=O)c1ccc2c(=O)n(CCCCCC(=O)N3CCN(c4ccc(F)cc4)CC3)c(=O)[nH]c2c1
 : -18.4	-11.1	21.4	-11.1
- C=CCc1c(O)nc(SCC(=O)c2ccccc2)[nH]c1=O
 : 1.5	9.5	-36.1	9.5
- CCOC(=O)c1ccc(C(=O)OCC)nc1
 : -39.2	-28.6	-15.5	-28.6
- O=C(Nc1nc2c(s1)CCCC2)C1CCCN1C(=O)c1cccs1 (stereo not drawn)
 : 3.3	14.3	18.5	14.3
- COC(=O)c1cccc(NC(=O)c2cccs2)c1C
 : 9.3	5.3	·	·
- CCOc1cccc(OCCOCCN(C)Cc2ccccc2)c1
 : 19.0	3.6	20.7	3.6
- O=C(COc1ccc(F)cc1)Nc1nnc(-c2ccncc2)s1
 : 7.4	9.5	16.5	9.5
- CCn1ncc(Br)c1C(=O)Nc1ccc(C(=O)OC(C)C)cc1
 : 8.5	16.7	2.0	16.7
- COc1ccc(N2CCN(C3CC(=O)N(C)C3=O)CC2)cc1 (stereo not drawn)
 : 21.8	0.0	22.1	·
- NS(=O)(=O)c1ccc(CNC(=O)C2CCCCC2)cc1
 : -2.0	-3.6	10.0	-3.6
- CCOc1ccc(NC(=O)c2ccc(OC)cc2)cc1
 : -5.5	23.8	2.7	23.8
- C=CCSc1nnc(NC(=O)CSc2nc(CCC)cc(=O)[nH]2)s1
 : 0.5	-4.2	-12.2	-4.2
- CCCCNC(=O)Nc1cc(C(=O)OC)ccc1Cl
 : -4.8	16.7	15.1	16.7

Brought forward from above: 7 compounds, followed by the next part.
Values run as follows: Yeast tox	Yeast tox inhibition %	Yeast eIF2B	Yeast eIF2B mutant toxicity
- O=C(COc1ccc(F)cc1)Nc1nnc(-c2ccncc2)s1
 : 7.4	9.5	16.5	9.5
- CCn1ncc(Br)c1C(=O)Nc1ccc(C(=O)OC(C)C)cc1
 : 8.5	16.7	2.0	16.7
- COc1ccc(N2CCN(C3CC(=O)N(C)C3=O)CC2)cc1 (stereo not drawn)
 : 21.8	0.0	22.1	·
- NS(=O)(=O)c1ccc(CNC(=O)C2CCCCC2)cc1
 : -2.0	-3.6	10.0	-3.6
- CCOc1ccc(NC(=O)c2ccc(OC)cc2)cc1
 : -5.5	23.8	2.7	23.8
- C=CCSc1nnc(NC(=O)CSc2nc(CCC)cc(=O)[nH]2)s1
 : 0.5	-4.2	-12.2	-4.2
- CCCCNC(=O)Nc1cc(C(=O)OC)ccc1Cl
 : -4.8	16.7	15.1	16.7
- COc1ccc(OC)c2[nH]c(=O)c(CCNS(=O)(=O)c3ccc(Cl)cc3)cc12
 : -2.3	-16.1	·	·
- Cc1nc2c(o1)CCc1ccccc1C2N1CCN(C)CC1 (stereo not drawn)
 : 5.0	10.0	17.6	10.0
- COC(=O)/C(=C\Nc1ccc(Cl)c2ccccc12)c1ncc(C(F)(F)F)cc1Cl
 : -11.9	12.5	4.3	12.5
- Oc1ccccc1-c1nc(NCc2ccco2)c2ccccc2n1
 : -12.3	-13.8	21.4	-13.8
- CCC(C)(C)NC(=O)C(c1ccc(C)o1)N(C(=O)c1csnn1)c1cccc(F)c1 (stereo not drawn)
 : -18.7	-20.8	29.1	-20.8
- O=C(c1cncc(Br)c1)N1CCc2ccccc2C1
 : 5.4	-14.3	-16.4	-14.3
- CCn1nc(CC(=O)Nc2nnc(CC(=O)N3CCOCC3)s2)c2ccccc2c1=O
 : -2.8	9.1	-40.1	9.1
- C=CC1=C(C(=O)O)N2C(=O)C(NC(=O)Cc3ccccc3)C2SC1 (stereo not drawn)
 : 25.8	7.7	·	·
- O=C(CSc1nc2ccccc2s1)c1cc2ccccc2o1
 : 6.5	2.6	·	·
- COc1cc(C)ccc1OCCCCN1CC(C)OC(C)C1 (stereo not drawn)
 : 28.6	13.2	·	·
- COc1ccc(CN2C(=O)c3ccccc3C2C(=O)NCc2cccnc2)c(OC)c1 (stereo not drawn)
 : 3.2	12.9	-5.7	12.9
- Cc1ccc(CCNc2ccccc2C)cn1
 : ·	·	3.1	·
- CC1(C)CC(=O)C2=C(C1)N(Cc1ccco1)C(=O)C2(O)C(F)(F)F (stereo not drawn)
 : -11.8	3.6	8.7	3.6
- CCC(C)NC(=O)CC(NS(=O)(=O)c1ccc(C)cc1)c1ccc(OC)cc1 (stereo not drawn)
 : 30.4	11.8	23.2	11.8
- CCOc1ccc(S(=O)(=O)NCC2CCCO2)cc1 (stereo not drawn)
 : 17.3	5.9	10.3	5.9
- CCC1CCCCN1C(=O)Cn1c(C(=O)OC)cc2ccsc21 (stereo not drawn)
 : 19.6	10.7	19.2	10.7
- CCCCOc1cccc(C(=O)O)c1
 : 12.7	-6.9	27.6	-6.9
- CCC(=O)Nc1nc(CC(=O)Nc2ccccc2)cs1
 : 9.1	11.1	19.6	11.1
- Cc1cc(C)n(C(=O)c2ccc(S(=O)(=O)N3CCOCC3)cc2)n1
 : 11.4	12.5	15.1	12.5
- Cc1ccc(C(=O)Nc2cccc(C(=O)NCc3ccco3)c2)cc1
 : 15.4	12.5	11.1	12.5
- Nc1nc(Nc2cccc3ccccc23)nc(C2CCCC2=O)n1 (stereo not drawn)
 : 0.9	-11.1	20.7	-11.1
- COc1nc(Nc2cccc(C(F)(F)F)c2)nc(OC)n1
 : ·	·	21.0	·
- O=C(CSc1nc2ccccc2[nH]1)NCCN1CCCCC1
 : 6.8	30.0	35.0	30.0
- CCOC(=O)C1=C(c2ccccc2)NC(SCC(=O)NC2CCCCC2)=C(C#N)C1c1ccco1 (stereo not drawn)
 : -13.7	8.7	-9.5	8.7
- CCCCN(Cc1ccccc1)C(=O)c1cnc2n(c1=O)CCS2
 : 7.8	19.4	-30.9	19.4
- Cc1nc(SCC(=O)Nc2c(C)n(C)n(-c3ccccc3)c2=O)[nH]c(=O)c1Cc1ccccc1
 : -7.5	-6.9	24.0	-6.9
- Cc1ccc(N=C(c2cccs2)N2CCOCC2)cc1
 : 21.9	4.8	-4.4	4.8
- C(/C=C/C=C/Nc1ccccc1)=Nc1ccccc1
 : 12.6	20.3	7.2	20.3
- Cc1cc2c3c(c1C)C1(C(=O)N3C(C)(C)CC2C)C(C#N)=C(N)Oc2n[nH]c(C)c21 (stereo not drawn)
 : -3.8	-10.0	34.0	-10.0
- CCn1cc(C(=O)N2CCN(Cc3ccc4c(c3)OCO4)CC2)c(=O)c2ccc(C)nc21
 : 4.8	11.6	·	·

Compound profiles (already shown):
Cc1cc2c3c(c1C)C1(C(=O)N3C(C)(C)CC2C)C(C#N)=C(N)Oc2n[nH]c(C)c21 (stereo not drawn) in the list: Yeast tox = -3.8; Yeast tox inhibition % = -10.0; Yeast eIF2B = 34.0; Yeast eIF2B mutant toxicity = -10.0
O=C(CSc1nc2ccccc2s1)c1cc2ccccc2o1 in the list: Yeast tox = 6.5; Yeast tox inhibition % = 2.6; Yeast eIF2B = ·; Yeast eIF2B mutant toxicity = ·

(next part)
Values run as follows: Yeast tox	Yeast tox inhibition %	Yeast eIF2B	Yeast eIF2B mutant toxicity
- CCOC(=O)N1CCC(NC(=O)C2CCN(c3ccc(N4CCOCC4)nn3)CC2)CC1
 : 13.4	9.1	21.3	9.1
- O=C(CSc1nc2ccccc2c(=O)n1Cc1ccco1)N1CCN(c2ccccc2)CC1
 : 1.6	-17.5	18.0	-17.5
- O=C(Cc1ccccc1)Nc1nnc(-c2ccco2)s1
 : 11.0	20.7	21.2	20.7
- CCn1c(=O)c(C(=O)NCCCO)c(O)c2ccccc21
 : 12.5	13.8	-25.3	13.8
- CCn1ccc(C(=O)NC2=C(C#N)CCC2)n1
 : -23.6	-4.5	-18.1	-4.5
- COc1cccc(-c2nn3c(-c4ccco4)nnc3s2)c1
 : -11.1	-27.6	18.3	-27.6
- Cc1ccc(C2C(=O)N(C3CCCC3)CC(=O)N2CC2COc3ccccc3O2)cc1 (stereo not drawn)
 : 21.1	8.7	7.4	8.7
- Cc1cccc(OCc2nnc(SCC(=O)c3ccccc3)o2)c1
 : 13.9	-14.3	40.8	-14.3
- CCOC(=O)c1oc2cc(O)ccc2c(=O)c1-c1csc(C)n1
 : -9.7	-42.9	41.3	-42.9
- CS(=O)(=O)Nc1ccc(C(=O)NC2CC3CCC2C3)cc1 (stereo not drawn)
 : 13.8	5.1	·	·
- Cc1c(CN(C)C)c2c(n1Cc1ccccc1)C(=O)c1ccccc1-2
 : 34.2	19.4	16.6	19.4
- Fc1ccc(C(CCCn2nnc(-c3cccnc3)n2)c2ccc(F)cc2)cc1
 : -0.8	-19.1	26.0	-19.1
- COc1ccc(CNC(=O)C(C)N(Cc2ccco2)C(=O)c2snc(C(N)=O)c2N)cc1 (stereo not drawn)
 : -5.4	-7.1	·	·
- Cn1ccnc1C(O)c1cc(C(C)(C)C)c(O)c(C(C)(C)C)c1 (stereo not drawn)
 : 14.2	9.1	-9.1	9.1
- CC1Cc2ccccc2N1c1ncnc2c1nnn2Cc1ccccc1Cl (stereo not drawn)
 : ·	·	35.3	·
- O=C(NCc1ccc2c(c1)OCO2)c1cc(-c2ccc(Cl)cc2Cl)on1
 : 11.4	-4.5	9.6	-4.5
- Cc1cc2ccccc2cc(C)c1=O
 : -2.7	18.3	-0.8	18.3
- CSc1nc2n(n1)C(c1ccccn1)C1=C(CC(C)(C)CC1=O)N2 (stereo not drawn)
 : 1.0	23.8	-30.0	23.8
- Cc1nn(CCC#N)c2nc(-c3ccccc3)cc(C(F)(F)F)c12
 : -4.7	-23.8	1.9	-23.8
- Cc1c(Cl)cccc1NC(=O)CSCC(N)=O
 : -1.9	-19.1	10.9	-19.1
- Cc1cc(C(=O)N2CCN(c3ncccn3)CC2)sc1-c1ccccc1
 : -28.1	-18.2	19.2	-18.2
- CCOC(=O)N1CCN(Cc2nc(N)nc(Nc3ccccc3C)n2)CC1
 : 9.0	10.3	·	·
- CCOC(=O)Cc1csc(N)n1
 : 5.2	8.9	·	·
- O=C1CC(c2ccco2)CC2=C1C(c1ccccc1)n1nc(C(F)(F)F)nc1N2 (stereo not drawn)
 : 15.7	9.5	4.4	9.5
- CCOC(=O)CNC(=O)CSc1nnc(-c2ccc(OC)cc2)n1CC
 : -2.0	16.7	7.0	16.7
- CCCCOC(=O)n1c(=O)oc2ccccc21
 : -3.6	-21.4	-2.2	-21.4
- O=C(O)Cn1cnc2ccccc2c1=O
 : 15.2	12.1	16.1	12.1
- CCCCNC(=S)NNC(=O)c1nn(C)c(C)c1Cl
 : 10.6	-3.5	-6.7	-3.5

Look-ups from the entries so far.
Cn1ccnc1C(O)c1cc(C(C)(C)C)c(O)c(C(C)(C)C)c1 (stereo not drawn) @ Yeast eIF2B: -9.1
Cc1cccc(OCc2nnc(SCC(=O)c3ccccc3)o2)c1 @ Yeast tox inhibition %: -14.3
Cc1c(CN(C)C)c2c(n1Cc1ccccc1)C(=O)c1ccccc1-2 @ Yeast eIF2B mutant toxicity: 19.4
O=C(O)Cn1cnc2ccccc2c1=O @ Yeast tox: 15.2
Cc1nn(CCC#N)c2nc(-c3ccccc3)cc(C(F)(F)F)c12 @ Yeast tox inhibition %: -23.8
